M5 ag – human M5 muscarinic receptor agonists, primary screen, CHO-K1 cells, Fluo-8 calcium fluorescence; CHO-K1 hM5 cells; 0% DMSO wells, 100% maximal acetylcholine response; activation, % at 3 µM; hit rate 0.19% among 360,000; AID 624037, 2012;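 active = activation above the run's mean over test compounds plus 3 SD, cut at about 23% in these data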;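 note: signal is peak over basal fluorescence ratio across the kinetic read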
Target sequence (P08912 whole entry, looked up): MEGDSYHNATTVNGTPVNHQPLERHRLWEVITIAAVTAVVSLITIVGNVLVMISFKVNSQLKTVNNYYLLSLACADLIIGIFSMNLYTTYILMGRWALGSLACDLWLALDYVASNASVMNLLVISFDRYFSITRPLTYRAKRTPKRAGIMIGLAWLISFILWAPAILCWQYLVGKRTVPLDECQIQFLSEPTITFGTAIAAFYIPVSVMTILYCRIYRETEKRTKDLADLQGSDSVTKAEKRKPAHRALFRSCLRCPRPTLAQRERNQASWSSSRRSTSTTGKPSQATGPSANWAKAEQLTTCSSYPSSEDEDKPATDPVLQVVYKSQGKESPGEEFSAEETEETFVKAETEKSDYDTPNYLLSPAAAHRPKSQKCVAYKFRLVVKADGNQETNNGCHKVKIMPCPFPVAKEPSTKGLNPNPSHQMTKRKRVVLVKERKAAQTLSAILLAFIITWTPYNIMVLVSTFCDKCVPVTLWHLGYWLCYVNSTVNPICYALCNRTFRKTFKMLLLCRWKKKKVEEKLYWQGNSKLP
CHRM5 antagonist – human M5 muscarinic receptor antagonists, primary screen, CHO cells, Fluo-8 calcium fluorescence | CHO-hM5 cells, ACh EC80 | inhibition, % at 3 µM | hit rate 0.59% among 360,000 | AID 624040, 2012;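 active = inhibition above a per-plate cutoff, the mean of that plate's test compounds plus 3 SD, cut at about 27% in these data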;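 note: 0% = acetylcholine EC80 with DMSO and 100% = DMSO without agonist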
TAAR1 agonist – human TAAR1 agonists, primary screen, Fluo-8 calcium fluorescence, CHO RD-HGA16 cells; Trace amine-associated receptor 1 (Homo sapiens), Q96RJ0; vehicle wells 0%, saturating PEA agonist 100%; hit rate 0.99% among 360,000; activation, % at 3 µM;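 active = activation above the mean activation of all test compounds in the run plus 3 SD, cut at about 38% in these data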
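System: CHO-derived RD-HGA16 cells with stable Gα16 and human TAAR1. Times: 17-24 h plating, Fluo-8 75 min 37 °C, 30 min RT. Measured by: calcium-sensitive Fluo-8 signal, excitation 470-495, emission 515-575 nm. Read-out basis: % activation relative to PEA EC100 response. Control set: DMSO and PEA EC100. Repeats: no replicates (n 1).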
M4 ag – human M4 muscarinic receptor agonists, primary screen, CHO-K1 cells, Fluo-8 calcium fluorescence; Muscarinic acetylcholine receptor M4 (Homo sapiens), P08173; CHO-K1 hM4/Gqi5; vehicle 0%, full acetylcholine response 100%; activation, % at 3 µM; hit rate 0.14% among 360,000;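 active = activation above the run mean over all test wells plus 3 SD, cut at about 32% in these data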;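 note: peak over basal fluorescence ratio per well then scaled between controls; 0% = DMSO wells and 100% = acetylcholine at EC100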
CHRM1 antagonist – human M1 muscarinic receptor antagonists, primary screen, CHO-K1 cells, Fluo-8 calcium fluorescence, 1536-well. Muscarinic acetylcholine receptor M1 (Homo sapiens), P11229. inhibition, % at 3 µM. hit rate 1.3% among 360,000. AID 588852, 2011. CHO-K1 hM1, ACh EC80 antagonist;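 active = percent inhibition above its own plate's cutoff, namely the mean of that plate's compound wells plus 3 SD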;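 note: peak over basal fluorescence ratio during 140 s after agonist addition; 0% = ACh EC80 plus DMSO and 100% = DMSO alone without agonist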
Target sequence (P11229 whole entry, looked up): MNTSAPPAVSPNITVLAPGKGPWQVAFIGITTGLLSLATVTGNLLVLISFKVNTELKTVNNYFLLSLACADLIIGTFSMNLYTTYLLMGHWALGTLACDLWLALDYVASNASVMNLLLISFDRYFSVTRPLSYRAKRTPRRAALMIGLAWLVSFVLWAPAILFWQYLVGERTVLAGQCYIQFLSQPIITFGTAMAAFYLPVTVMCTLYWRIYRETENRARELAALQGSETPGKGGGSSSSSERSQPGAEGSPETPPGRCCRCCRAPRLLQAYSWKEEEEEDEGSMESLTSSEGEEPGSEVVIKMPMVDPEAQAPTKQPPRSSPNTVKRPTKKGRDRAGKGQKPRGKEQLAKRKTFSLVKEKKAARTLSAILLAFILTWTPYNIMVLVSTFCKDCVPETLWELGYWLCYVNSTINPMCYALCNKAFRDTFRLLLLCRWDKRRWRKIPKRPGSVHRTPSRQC
M1 ag – human M1 muscarinic receptor agonists, primary screen, Fluo-8 calcium fluorescence, CHO-K1 cells, HTS. hit rate 0.33% among 360,000. activation, % at 3 µM. AID 588814, 2011. CHO-K1 hM1, agonist mode; 0% DMSO, 100% acetylcholine EC100. Muscarinic acetylcholine receptor M1 (Homo sapiens), P11229;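 active = activation above the run's mean compound activation plus 3 SD, cut at about 16% in these data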;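 note: peak over basal fluorescence ratio within a 140 s kinetic read after compound addition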
M4 antag – human M4 muscarinic receptor antagonists, primary screen, CHO cells, Fluo-8 calcium fluorescence; CHO-hM4 cells, ACh EC80; inhibition, % at 3 µM; hit rate 0.73% among 360,000;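 active = inhibition above its plate's cutoff, the mean inhibition of sample wells plus 3 SD, cut at about 27% in these data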;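 note: 0% = acetylcholine EC80 with DMSO and 100% = DMSO without agonist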
CHRM1 PAM – human M1 muscarinic receptor positive allosteric modulators, primary screen, CHO-K1 cells, Fluo-8 calcium fluorescence, 1536-well; CHO-K1 hM1, ACh EC20; 0% = ACh EC20, 100% = maximal ACh; activation, % at 3 µM; hit rate 0.088% among 360,000; Muscarinic acetylcholine receptor M1 (Homo sapiens), P11229; AID 588819, 2011; in the data active = activation above about 19%, passing the limit was not always enough
M5 PAM – human M5 muscarinic receptor positive allosteric modulators, primary screen, CHO-K1 cells, Fluo-8 calcium fluorescence; activation, % at 3 µM; AID 624038, 2012; hit rate 0.3% among 360,000; Muscarinic acetylcholine receptor M5 (Homo sapiens), P08912; CHO-K1 hM5, ACh EC20 PAM; 0% = ACh EC20, 100% = ACh EC100;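 active = activation above the run cutoff, the mean activation of all test compounds plus 3 SD, cut at about 18% in these data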
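Probe or stimulus: acetylcholine, EC20 level; Assay system: human M5 receptor in CHO-K1 cells; Schedule: compound preincubation 140 s before EC20 acetylcholine addition; Technique: intracellular calcium via Fluo-8 fluorescence; Dosing: single-point, 3 µM nominal; Read-out basis: percent activation from peak-over-basal fluorescence ratio, scaled EC20-to-EC100 acetylcholine; Repeats: one well per compound, no replicates.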
* hit, by the source's call. This is a subset (hit frequency here may not be typical).

SMILES | M5 ag | CHRM5 antagonist | TAAR1 agonist | M4 ag | CHRM1 antagonist | M1 ag | M4 antag | CHRM1 PAM | M5 PAM
COc1ccc2nc(/C=N/NC(=O)CCNC(=O)OC(C)(C)C)ccc2c1 | 9 | -12 | 14 | 2 | -22 | -1 | -12 | 10 | 8
C=CCSc1nnc(-c2nnc(SCC=C)n2-c2ccccc2)n1-c1ccccc1 | -11 | 12 | -1 | -1 | -4 | -3 | 0 | -2 | -12
Nc1nc(/C=C/c2cccnc2)nc(-c2ccccc2O)n1 | 4 | 4 | 33 | 13 | 12 | 3 | -11 | -4 | -1
CC(C)CN1CCN(C(=O)COC(=O)c2ccc(S(C)(=O)=O)c([N+](=O)[O-])c2)CC1 | -1 | 5 | -1 | -1 | 2 | 0 | 2 | -4 | 2
COCCCN1C(=O)C(CC(=O)NCc2ccco2)CC(C(=O)N(C)C)=C1C (stereo not drawn) | 0 | -9 | 4 | 1 | -11 | -1 | -19 | 4 | 1
COc1ccc2c(c1)c1ncn(Cc3ccco3)c(=O)c1n2C | 0 | 1 | 10 | 1 | -3 | -5 | 6 | 5 | 1
O=c1cnnc(N/N=C/C2CC=CCC2)[nH]1 (stereo not drawn) | -2 | 6 | 2 | 0 | -1 | -6 | -3 | 6 | -8
COc1cccc(/C=N/NC(=O)CNC(=O)C2COc3ccccc3O2)c1O (stereo not drawn) | 1 | 0 | 3 | 8 | 2 | -2 | 5 | 0 | -3
COc1cc(OC)c(C=CC(=O)c2ccccc2O)c(OC)c1 | -2 | 15 | 0 | -1 | -8 | -3 | -7 | 4 | -3
COC(=O)c1ccc(/C=C2/SC(=S)N(CCC(=O)N3CCOCC3)C2=O)cc1 | 0 | 20 | 4 | 1 | -1 | -3 | 2 | 1 | -3
COCCNC(=O)C(=O)NCC1CCCN1S(=O)(=O)c1cccs1 (stereo not drawn) | -1 | -3 | 1 | 1 | -16 | -3 | -16 | 5 | -2
CCOC(=O)C1=C[C@@H](CC)N(S(=O)(=O)c2ccccc2)[C@H]1c1ccccc1 | -6 | -6 | 0 | -3 | 8 | 14 | -13 | -8 | 1
CC1NC(=O)COC1c1ccccc1 (stereo not drawn) | 2 | 5 | 1 | 0 | 2 | -1 | -7 | -2 | -6
OC[C@H]1O[C@@H](c2nc3ccc(-c4nc(-c5ccc(Br)cc5)no4)cc3[nH]2)C[C@@H]1O | 19 | 6 | 14 | 16 | -14 | 16* | 4 | 23 | -5
CSC(=S)NCc1cccnc1 | 0 | 0 | 8 | 2 | 0 | -1 | 1 | 8 | 0
Cc1cc(C)cc(COc2ccc3c(C)c(CC(=O)O)c(=O)oc3c2C)c1 | -1 | 10 | 2 | 0 | -11 | 3 | 8 | 21 | -1
Cc1cc(C)c2oc(C(=O)Nc3ccc(S(=O)(=O)N4CCC(C)CC4)cc3)cc(=O)c2c1 | -1 | -3 | 17 | 1 | -10 | -6 | -3 | 10 | -5
CCN(CC)CC(C)OC(=O)c1ccccc1Cl (stereo not drawn) | 1 | 0 | 11 | 1 | 5 | -4 | -1 | 1 | 0
Oc1ccc(C23CC4CC(CC(C4)C2)C3)cc1O | 7 | 6 | 10 | 4 | -18 | -2 | -22 | 17 | 15
CC(=O)N1CCN(Cc2nc3cc(Cl)ccc3c(=O)[nH]2)CC1 | 1 | 21 | 0 | 13 | 14 | -4 | 5 | -2 | -13
O=C(Nc1ccc(S(=O)(=O)NC2=NCCCCC2)cc1)c1ccco1 | -1 | 8 | 2 | 5 | -6 | -2 | -9 | 10 | 6
CC1(C)Cc2c(sc3c2c(=N)n(Cc2ccco2)c(=O)n3Cc2ccccc2)CO1 | -7 | -9 | 20 | -2 | -5 | -5 | -9 | -3 | 2
COc1ccc([C@H]2CC(=O)C=C(c3ccc(Cl)cc3C)C2)cc1 | -5 | -12 | 6 | 4 | 8 | -4 | -5 | -8 | 4
CCn1c(SC(C)C(=O)N2CCOCC2)nc2sc(C)c(C)c2c1=O (stereo not drawn) | 6 | 1 | 0 | 1 | -20 | 0 | -7 | 7 | 0
Cc1cc(-n2cnnn2)cc(C)c1S(=O)(=O)N(C)c1ccccc1 | -2 | 3 | 2 | 3 | -8 | -8 | -5 | 4 | 0
Cc1ccc(Cn2c(=N)n(CC(=O)c3ccccc3)c3ccccc32)cc1 | 2 | -2 | 5 | 3 | -2 | -4 | 0 | 4 | -1
CCCc1cc(C(F)(F)F)c(C#N)c(=O)[nH]1 | 0 | -10 | 9 | 1 | -20 | -1 | -7 | 5 | 0
O=C(c1n[nH]c(=O)c2ccccc12)N1CCN(c2ccccc2)CC1 | -2 | 2 | 4 | 2 | -8 | -1 | -10 | 11 | 6
COc1ccc(-n2nnnc2CNC(=O)C2CC(=O)N(c3ccc(Cl)cc3)C2)cc1 (stereo not drawn) | -5 | -4 | -2 | 1 | -21 | 0 | -13 | 14 | 4
Nc1[nH]c(N=NC(=O)c2ccccc2O)c2ccccc12 | -2 | 0 | 1 | 1 | -12 | -1 | 3 | 15 | -5
NNC(=O)c1ccc2[nH]c3c(c2c1)CCCC3 | -10 | 10 | 1 | 1 | -9 | -5 | 6 | 7 | -7
COc1ccc(C(=O)Nc2cc(-c3ccccc3)nn2-c2ccccc2F)cc1 | -7 | -13 | 3 | -1 | -9 | -1 | -4 | 12 | 25*
O=c1c(-c2ccccc2)coc2c(CN3CCCC3)c(O)ccc12 | -1 | 5 | 0 | 0 | -8 | -7 | 9 | 3 | -6
CC(=O)NC(Cc1ccc(F)c(F)c1)C(=O)NC1CCN(C(=O)c2ccc(Cl)cc2)CC1 (stereo not drawn) | -1 | -11 | 2 | 0 | -22 | -1 | -26 | 21 | 8
Cc1ccn2cc(CNS(=O)(=O)c3ccc4ccccc4c3)nc2c1 | 1 | 1 | 0 | -2 | -6 | -3 | 99* | 12 | 0
O=C(Nc1nccs1)C1CCCN1S(=O)(=O)c1ccc(F)cc1 (stereo not drawn) | 0 | 4 | 10 | 1 | -7 | -3 | -7 | -1 | -3
CC(=O)Oc1ccccc1C(=O)Nc1ccccc1 | 2 | 8 | 5 | 0 | 7 | -2 | 6 | 1 | 1
Cc1oc2ccc(OS(C)(=O)=O)cc2c1C(=O)OC(C)C | -4 | -7 | -2 | -1 | 8 | -14 | 7 | 2 | -1
CC(=O)c1ccc(NC(=O)CCNS(=O)(=O)c2cc(Br)cnc2N)cc1 | -5 | 11 | 4 | 20 | 15 | -1 | 1 | -3 | -12
Nc1nc(NCc2ccco2)nc(N2CCOCC2)c1[N+](=O)[O-] | 0 | 4 | 0 | 1 | -2 | -3 | -2 | 4 | -1
Cc1ccccc1Nc1nc2ccccc2s1 | -4 | -6 | -2 | 8 | 1 | -8 | -6 | 2 | -1
CCOC(=O)N1CCN(Cc2nnc(-c3ccccc3C)o2)CC1 | 0 | 7 | 18 | 0 | -12 | -3 | -1 | 8 | 0
CC(=O)c1ccc(Nc2cc(C)nc3ccccc23)cc1 | -4 | 4 | 2 | 12 | -2 | -16 | 0 | 7 | 4
CCCCn1c(SCC(=O)NCc2ccco2)nnc1-c1ccoc1C | -5 | 4 | -1 | 1 | -6 | -2 | 1 | 5 | 6
Cn1c(=O)c(C(=O)c2ccc(S(C)(=O)=O)c(Cl)c2Cl)c(O)c2ccccc21 | -1 | -10 | 2 | 1 | 12 | -3 | 0 | -4 | 6

Exported in markdown: entries from further up
| mol | M5 ag | CHRM5 antagonist | TAAR1 agonist | M4 ag | CHRM1 antagonist | M1 ag | M4 antag | CHRM1 PAM | M5 PAM |
| --- | --- | --- | --- | --- | --- | --- | --- | --- | --- |
| Cc1ccn2cc(CNS(=O)(=O)c3ccc4ccccc4c3)nc2c1 | 1 | 1 | 0 | -2 | -6 | -3 | 99* | 12 | 0 |
| O=C(Nc1nccs1)C1CCCN1S(=O)(=O)c1ccc(F)cc1 (stereo not drawn) | 0 | 4 | 10 | 1 | -7 | -3 | -7 | -1 | -3 |
| CC(=O)Oc1ccccc1C(=O)Nc1ccccc1 | 2 | 8 | 5 | 0 | 7 | -2 | 6 | 1 | 1 |
| Cc1oc2ccc(OS(C)(=O)=O)cc2c1C(=O)OC(C)C | -4 | -7 | -2 | -1 | 8 | -14 | 7 | 2 | -1 |
| CC(=O)c1ccc(NC(=O)CCNS(=O)(=O)c2cc(Br)cnc2N)cc1 | -5 | 11 | 4 | 20 | 15 | -1 | 1 | -3 | -12 |
| Nc1nc(NCc2ccco2)nc(N2CCOCC2)c1[N+](=O)[O-] | 0 | 4 | 0 | 1 | -2 | -3 | -2 | 4 | -1 |
| Cc1ccccc1Nc1nc2ccccc2s1 | -4 | -6 | -2 | 8 | 1 | -8 | -6 | 2 | -1 |
| CCOC(=O)N1CCN(Cc2nnc(-c3ccccc3C)o2)CC1 | 0 | 7 | 18 | 0 | -12 | -3 | -1 | 8 | 0 |
| CC(=O)c1ccc(Nc2cc(C)nc3ccccc23)cc1 | -4 | 4 | 2 | 12 | -2 | -16 | 0 | 7 | 4 |
| CCCCn1c(SCC(=O)NCc2ccco2)nnc1-c1ccoc1C | -5 | 4 | -1 | 1 | -6 | -2 | 1 | 5 | 6 |
| Cn1c(=O)c(C(=O)c2ccc(S(C)(=O)=O)c(Cl)c2Cl)c(O)c2ccccc21 | -1 | -10 | 2 | 1 | 12 | -3 | 0 | -4 | 6 |

Remaining list, next part:
SMILES | M5 ag | CHRM5 antagonist | TAAR1 agonist | M4 ag | CHRM1 antagonist | M1 ag | M4 antag | CHRM1 PAM | M5 PAM
Cc1nc(Nc2ccccc2F)c2nnn(Cc3ccccc3Cl)c2n1 | 1 | 0 | 2 | 0 | 7 | -2 | -8 | -6 | 9
Cc1ccc(Cn2ncc3c(N4CCCC4)ncnc32)cc1 | 1 | -1 | 6 | 2 | -5 | -4 | 15 | 6 | -3
Cc1cc(C)c2oc(C(=O)N(Cc3ccccc3)c3ccccn3)cc(=O)c2c1 | 3 | 1 | 6 | 0 | -2 | -4 | -3 | -2 | 3
CC(=O)c1ccc2c(c1)CCN2 | -3 | 20 | 0 | 1 | -13 | 0 | -9 | 10 | -4
O=C(Nc1ccc(Cl)cc1)C1CCCN(c2cnccn2)C1 (stereo not drawn) | -1 | -5 | 2 | 10 | -10 | -1 | -1 | 6 | 5

Screens as filed in PubChem.
